Screening results as filed in PubChem.
EWS-Fli inh = EWS/Fli transcriptional activity inhibition | A673 NR0B1-luciferase reporter, viability-normalised | inhibition, % at 12.6 µM | actives 0.67% (n = 350,000) | AID 651661;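 active means mean inhibition of at least 50% after viability correction, with every replicate also passing that limit; inconclusive means mean reaches 50% but only one of two replicates passes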;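 further: firefly luciferase signal divided by Alamar Blue viability fluorescence both relative to DMSO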
miR-122 sensor = inhibitors of miR-122 in Huh7 cells; Huh7 miR-122 Renilla luciferase sensor, 48 h; neutral wells = 0, positive control = 100; activation (reporter increase), % at 12.5 µM; actives 0.3% (n = 340,000); AID 602342;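 active means mean replicate activation score at least 90 and every replicate individually at or above 90; inconclusive means only one of the two criteria met; inactive means neither criterion met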;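 further: higher luciferase means less miR-122 activity so hits act as miR-122 inhibitors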
GSIS activator = primary screen for activators of insulin secretion dependent on glucose, INS-1E cells, GLuc reporter luminescence. INS-1E GLuc reporter insulin secretion, 2-3 h. activation, % at 16.6 µM. actives 0.61% (n = 370,000). AID 743287;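 active means lowest replicate activation of at least 40%, so every replicate reaches that level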;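 further: 0% = median of neutral control wells and 100% = median of IBMX positive control wells; some compounds called inactive have numbers as strong as hits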
DENV2 CPE rescue = inhibitors of DENV2 cytopathic effect | AID 651640 | DENV2-infected cells, cytopathic effect rescue, plate reader | CPE inhibition, % at 9.99 µM | actives 1.7% (n = 350,000); in the data active means CPE inhibition above about 20%, passing the limit was not always enough; inconclusive means no clear call, values can overlap the other calls; tested in BHK-21 cells;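 further: 0% = median of neutral control wells and 100% = median of positive control wells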
FN deposit inh = fibronectin deposition inhibition; AH1F fibroblasts, Alexa488-fibronectin deposition fluorescence, overnight; actives 0.086% (n = 350,000); inhibition, % at 12.6 µM;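 active means mean inhibition across replicates of 30% or more, regardless of how many single replicates reach that level; inconclusive means mean under 30% yet at least half of replicates reach 30%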;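 further: positive control wells lacked labelled fibronectin entirely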
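Material – AH1F fibroblast monolayer, labelled fibronectin deposition · Reagent – labelled fibronectin 24 nM · Timing – 1 h adhesion, overnight exposure · Measured by – fluorescence at 485 nm excitation, 525 nm emission · Read-out – inhibition of fibronectin deposition signal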
CFTR F508del cor = correctors of CFTR F508del function in bronchial epithelial cells. activity (quench increase), % at 7.58 µM. AID 720511. actives 0.36% (n = 350,000). CFBE cells, YFP halide quenching; stimulated with forskolin plus potentiator P3; % fluorescence drop versus neutral controls;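 active means mean added fluorescence quench of at least 8% versus neutral control, with both replicates also reaching 8%; inconclusive means only one of the mean or replicate conditions met; inactive means mean below 8% and not both replicates reaching 8%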;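 further: cells transiently co-express mutant CFTR-F508del with the halide-sensitive YFP; corrector assay measuring rescue of mutant channel to the surface after 24 h compound exposure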
PAX8 inh HTS = PAX8 transcriptional activity inhibition; RMG-I TPO-luciferase reporter, SteadyGlo, 24 h; inhibition, % at 12.6 µM; actives 1.2% (n = 360,000); AID 652154;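 active means mean replicate inhibition at least 60% with every replicate also reaching 60%; inconclusive means only one of the two criteria is met; inactive means mean below 60% and not all replicates reaching 60%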;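 further: luciferase light reporting Pax8 driven TPO promoter activity; plate controls were median of neutral control wells for no effect and mitoxantrone controls for full effect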
An asterisk follows results filed as active; & = joins results of further samples; [ ] = remark or other dose.

Screening CCCc1nc2ccccc2c(C(=O)OC(C)C(=O)NCc2ccc3c(c2)OCO3)c1CC (centres undefined) returned miR-122 sensor -5, GSIS activator -22, FN deposit inh -3 and PAX8 inh HTS -24.
`C[C@@H]1CN([C@@H](C)CO)C(=O)c2cccc(NS(=O)(=O)c3ccccc3)c2O[C@@H]1CN(C)Cc1ccc(Cl)c(Cl)c1` gave EWS-Fli inh -7, miR-122 sensor -11[16.7 µM], GSIS activator -9, DENV2 CPE rescue 18, CFTR F508del cor 1.3 and PAX8 inh HTS -21.
`CC(C)C(NC(=O)c1ccc(F)cc1)C(=O)N1CCC1` (centres undefined) gave EWS-Fli inh 1, GSIS activator 11, DENV2 CPE rescue -2, FN deposit inh 4, CFTR F508del cor -0.2 and PAX8 inh HTS 11.
Cc1ccc(NC(=O)N(Cc2cccs2)Cc2cc3cc4c(cc3[nH]c2=O)OCO4)cc1 was read as GSIS activator 0, DENV2 CPE rescue 17, FN deposit inh -10 and PAX8 inh HTS 3.
C[C@]12Cc3ccccc3C1CC1=N[C@@H](c3ccc(C(F)(F)F)cc3)O[C@@]13C[C@@H]2C(=O)N3C1CCN(Cc2ccccc2)CC1 (some centres undefined) was read as EWS-Fli inh 22, DENV2 CPE rescue -7, FN deposit inh 7, CFTR F508del cor 2.7 and PAX8 inh HTS 11.
C[C@@H]1CN([C@@H](C)CO)C(=O)c2cc(NC(=O)c3ccncc3)ccc2O[C@H]1CN(C)S(=O)(=O)c1ccc(F)cc1 was read as EWS-Fli inh -8, miR-122 sensor 4[16.7 µM], GSIS activator 18, DENV2 CPE rescue 8, FN deposit inh -5, CFTR F508del cor -0.8 and PAX8 inh HTS -6.
`O=C(C[n+]1cc(Br)cc2ccccc21)c1ccccc1` gave EWS-Fli inh 18, GSIS activator 5, DENV2 CPE rescue -5, FN deposit inh 0, CFTR F508del cor 1.2 and PAX8 inh HTS 21.
`O=C(O)Cc1ccc(NC(=O)c2cccc(NC(=O)c3ccco3)c2)cc1` gave EWS-Fli inh 0, miR-122 sensor -1, GSIS activator 0, DENV2 CPE rescue -3, FN deposit inh -4, CFTR F508del cor 4.2 and PAX8 inh HTS -8.
For O=C(Nc1cccnc1)c1cc(-c2ccc(Br)cc2)nc2ccccc12 the results were EWS-Fli inh 12, GSIS activator -11, DENV2 CPE rescue -1, FN deposit inh -10, CFTR F508del cor -1.4 and PAX8 inh HTS 9.
`CC1=C(C(=O)N(C)C)CC(CC(=O)NCCCCc2ccccc2)C(=O)N1Cc1ccc(F)cc1` (centres undefined) gave EWS-Fli inh -5, miR-122 sensor -1, GSIS activator -19, DENV2 CPE rescue 3, FN deposit inh 2, CFTR F508del cor -1.5 and PAX8 inh HTS -8.
For CC1(C(=O)OCC(=O)NC(=O)NCc2ccccc2)CC1(Cl)Cl (centres undefined) the results were EWS-Fli inh -11, miR-122 sensor 0, GSIS activator -42, FN deposit inh -2, CFTR F508del cor -2.2 and PAX8 inh HTS 5.
COc1ccc(NC(=O)CSc2nnnn2C2CC2)cc1S(=O)(=O)N1CCOCC1 was read as EWS-Fli inh -5, miR-122 sensor -1, GSIS activator 27, DENV2 CPE rescue inconclusive, FN deposit inh -11, CFTR F508del cor 0.1 and PAX8 inh HTS 12.
CC(C)CC(=O)Nc1ccc(-c2nc3ccccc3c(=O)o2)cc1 was read as GSIS activator -19, FN deposit inh 5 and PAX8 inh HTS -6.
Screening CC(NC(=O)C1CC12CCC2)c1ccccc1 (centres undefined) returned EWS-Fli inh -5, GSIS activator -19, DENV2 CPE rescue -2, FN deposit inh 3, CFTR F508del cor 0.5 and PAX8 inh HTS -5.
Screening O[C@@H]1C[C@H](c2ccccc2)N(Cc2cccs2)C[C@H]1n1cc(C2CC2)nn1 returned EWS-Fli inh 3, miR-122 sensor -10, GSIS activator 6, DENV2 CPE rescue -10, FN deposit inh 0, CFTR F508del cor -1.3 and PAX8 inh HTS -31.
`CCC(C)NC(=O)c1ccccc1NC(=O)c1ccc(CSc2ccccc2)cc1` (centres undefined) gave miR-122 sensor -2, GSIS activator 18, FN deposit inh -4 and PAX8 inh HTS -17.
Screening COc1cccc(N2CCN(C(=S)Nc3ccccc3OC)CC2)c1 returned EWS-Fli inh -6, miR-122 sensor 0, GSIS activator 1, DENV2 CPE rescue -2, FN deposit inh 1, CFTR F508del cor -2.3 and PAX8 inh HTS 13.
Screening COc1ccc(CNC(=S)NC(C)CCc2ccccc2)cc1 (centres undefined) returned EWS-Fli inh 11, GSIS activator 1, DENV2 CPE rescue 3, FN deposit inh -3, CFTR F508del cor 3.0 and PAX8 inh HTS 3.
`CCN(CC(=O)Nc1ccccc1OC)C(=O)CC1CC2CCC1C2` (centres undefined) gave EWS-Fli inh -5, miR-122 sensor -8, GSIS activator 14, DENV2 CPE rescue -3, FN deposit inh 1, CFTR F508del cor -3.8 and PAX8 inh HTS 1.
For CO[C@H](CN(C)C(=O)c1cc(Cl)cc(Cl)c1)[C@H](C)CN(C(=O)Nc1ccc(F)cc1)[C@@H](C)CO the results were EWS-Fli inh -2, GSIS activator -12, FN deposit inh 14 and CFTR F508del cor 2.3.
Cc1ccn2c(=O)nc(SCc3cccc(C(F)(F)F)c3)nc2c1 was read as EWS-Fli inh 6, miR-122 sensor -2, GSIS activator -12, DENV2 CPE rescue 5, FN deposit inh -1, CFTR F508del cor 4.2 and PAX8 inh HTS 5.
COc1cccc(S(=O)(=O)N(C)C[C@@H]2Oc3ncc(/C=C/c4ccccc4)cc3C(=O)N([C@H](C)CO)C[C@@H]2C)c1 was read as EWS-Fli inh 2, miR-122 sensor -7[16.7 µM], GSIS activator -46, DENV2 CPE rescue 1 and CFTR F508del cor -0.7.
`Cc1cc(=O)oc2c3c(cc(OCC(=O)NC4CC4)c12)OC(C)(C)CC3` gave EWS-Fli inh 2, miR-122 sensor 0, DENV2 CPE rescue 17 and CFTR F508del cor 7.5.
`O=C(c1sccc1-c1ccccc1)N1CCN(S(=O)(=O)c2ccccc2F)CC1` gave EWS-Fli inh 6, miR-122 sensor -1, GSIS activator -28, DENV2 CPE rescue -7, FN deposit inh 6, CFTR F508del cor -2.7 and PAX8 inh HTS 16.
For COc1ccc(C#Cc2cnc3c(c2)C(=O)N([C@H](C)CO)C[C@@H](C)[C@@H](CN(C)CC2CCOCC2)O3)cc1 the results were EWS-Fli inh -2, miR-122 sensor -3[16.7 µM], GSIS activator 8, DENV2 CPE rescue 3, FN deposit inh 1, CFTR F508del cor -2.4 and PAX8 inh HTS 4.
For O=C(Cc1ccccc1)NCc1nc2ccccc2[nH]1 the results were miR-122 sensor -2, GSIS activator 28 and FN deposit inh 0.
For CC[C@H](C)[C@H]1CNC(=S)N1CC1CCN(CCC(C)C)CC1 the results were EWS-Fli inh -7, miR-122 sensor 2, GSIS activator 7, DENV2 CPE rescue -5, FN deposit inh -6, CFTR F508del cor -5.6 and PAX8 inh HTS -26.
`N#C[C@@H]1[C@@H](c2ccc(C#Cc3cccnc3)cc2)[C@@H](CO)N1C(=O)C1CCCCC1` gave EWS-Fli inh -12, GSIS activator 6, DENV2 CPE rescue -13, FN deposit inh 1, CFTR F508del cor -1.6 and PAX8 inh HTS 14.
Screening CN(Cc1ccccc1)S(=O)(=O)c1ccc(Cl)c(C(=O)NCc2ccc3c(c2)OCO3)c1 returned miR-122 sensor 6, GSIS activator -9 and PAX8 inh HTS -7.
Screening C/C=C/c1cnc2c(c1)C(=O)N([C@@H](C)CO)C[C@@H](C)[C@@H](CN(C)C(=O)Nc1ccc(OC)cc1)O2 returned EWS-Fli inh -3, miR-122 sensor -4[16.7 µM], GSIS activator 7, DENV2 CPE rescue 5, FN deposit inh -6 and CFTR F508del cor -1.5.
CN1c2ccc(-c3cccc(F)c3)cc2[C@H]2[C@H](CCN2C(=O)C2CCC2)[C@@H]1CO was read as EWS-Fli inh 11, GSIS activator -7, DENV2 CPE rescue 2, FN deposit inh -10, CFTR F508del cor 4.1 and PAX8 inh HTS 14.
Cc1cc(C)cc(C(=O)OCC(=O)NCc2cccs2)c1 was read as EWS-Fli inh 2, GSIS activator 4, DENV2 CPE rescue 1, FN deposit inh -3 and PAX8 inh HTS -9.
O=C(Nc1ccc(F)cc1)c1ccccc1NC(=O)C1CC=CCC1C(=O)O (centres undefined) was read as EWS-Fli inh -11, miR-122 sensor -1, GSIS activator -20, DENV2 CPE rescue 0, CFTR F508del cor 0.9 and PAX8 inh HTS -41.
For COc1ccc(/C=N/Nc2cc(N3CCOCC3)ncn2)c(OC)c1 the results were EWS-Fli inh 10, GSIS activator -7, DENV2 CPE rescue 0, FN deposit inh -13, CFTR F508del cor 1.7 and PAX8 inh HTS -10.
`O=C(NCc1cccnc1)c1ccc(COc2ccc3c(c2)CCC3)o1` gave EWS-Fli inh -44, miR-122 sensor 2, GSIS activator -13, DENV2 CPE rescue 4 and CFTR F508del cor -0.1.
For CCOc1ccc(NC(=S)NNC(=O)c2ccc(Br)cc2)cc1 the results were EWS-Fli inh 9, GSIS activator -31, DENV2 CPE rescue 8, FN deposit inh 8, CFTR F508del cor -1.6 and PAX8 inh HTS 6.
For CN(C)CC#Cc1ccc([C@@H]2[C@@H](CO)N3CCCCN(S(=O)(=O)c4ccccc4F)C[C@@H]23)cc1 the results were EWS-Fli inh -7, miR-122 sensor -6[16.7 µM], GSIS activator 5, DENV2 CPE rescue -10, CFTR F508del cor -0.2 and PAX8 inh HTS -5.
`O=C(O)c1cc(NC(=O)c2ccc(Cl)c([N+](=O)[O-])c2)cc(C(=O)O)c1` gave EWS-Fli inh -3, GSIS activator 5, DENV2 CPE rescue 4 and PAX8 inh HTS 8.
For N#Cc1c(N)n(CCNC(=O)c2ccccc2)c2nc3ccccc3nc12 the results were EWS-Fli inh -11, GSIS activator -3, FN deposit inh -8, CFTR F508del cor 4.4 and PAX8 inh HTS -4.
For O=[N+]([O-])c1ccc(N2CCSCC2)cc1 the results were EWS-Fli inh -10, miR-122 sensor -8, GSIS activator -13, DENV2 CPE rescue 5 and PAX8 inh HTS -13.
For On1onc2c3cc(-c4ccccc4)nc3ccc21 the results were EWS-Fli inh -14, GSIS activator 3, DENV2 CPE rescue -4 and CFTR F508del cor 4.3.
For C[C@@H]1CN([C@H](C)CO)C(=O)c2cc(Br)cnc2O[C@H]1CN(C)C(=O)Nc1ccc2c(c1)OCO2 the results were EWS-Fli inh -4&0, miR-122 sensor -5, GSIS activator 15&8, DENV2 CPE rescue 7&-8, FN deposit inh -5&3, CFTR F508del cor -1.3&-1.0 and PAX8 inh HTS -21.
Screening CCN(C(=O)CSc1nccn1C)c1cccc2ccccc12 returned EWS-Fli inh 3, GSIS activator -5, DENV2 CPE rescue -1, FN deposit inh -6, CFTR F508del cor 1.6 and PAX8 inh HTS 8.
Screening COCCn1cc(C(=O)NCc2cccs2)c2c3ccccc3n(C)c2c1=O returned miR-122 sensor 3, GSIS activator -14 and FN deposit inh 5.
`CCOC(=O)C(=CN=C(N)Nc1nc2ccccc2o1)C(=O)OCC` gave EWS-Fli inh -36, miR-122 sensor -4, GSIS activator 1, DENV2 CPE rescue -6, FN deposit inh 4, CFTR F508del cor 0.0 and PAX8 inh HTS -53.
Screening C[C@@H]1CN([C@H](C)CO)C(=O)CCCn2cc(nn2)CO[C@@H]1CN(C)Cc1ccccc1C(=O)O returned EWS-Fli inh -2, miR-122 sensor -4[16.7 µM], GSIS activator -9, DENV2 CPE rescue 0, FN deposit inh -5, CFTR F508del cor -0.6 and PAX8 inh HTS -2.
